PV pol inh: poliovirus RNA polymerase inhibition; poliovirus polymerase elongation, fluorescence polarization; active compounds read low; % elongation, % (compound at 16.7 µg/mL); hit rate 0.66% among 150,000; in the data active = % elongation below about 90%; note: some results filed as inactive read as strong as hits
Target sequence (P03300 1749-2209 limits assumed): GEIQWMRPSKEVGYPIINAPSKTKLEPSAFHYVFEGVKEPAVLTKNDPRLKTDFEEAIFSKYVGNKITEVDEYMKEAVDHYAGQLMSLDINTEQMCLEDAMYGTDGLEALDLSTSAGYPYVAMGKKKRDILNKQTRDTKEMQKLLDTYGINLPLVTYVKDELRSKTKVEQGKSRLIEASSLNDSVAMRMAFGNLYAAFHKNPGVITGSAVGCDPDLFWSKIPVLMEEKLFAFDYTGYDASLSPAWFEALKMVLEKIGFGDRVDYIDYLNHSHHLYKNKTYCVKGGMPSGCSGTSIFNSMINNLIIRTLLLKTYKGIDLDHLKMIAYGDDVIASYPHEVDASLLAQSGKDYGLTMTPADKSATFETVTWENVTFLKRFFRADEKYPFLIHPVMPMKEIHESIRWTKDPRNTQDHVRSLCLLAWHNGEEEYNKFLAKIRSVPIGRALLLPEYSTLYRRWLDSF
PV pol inh FP z-score: recorded beside PV pol inh, whose call it bears; z-score; measured here: FP z-score; hits read low
* = called active by the depositor; & = joins results of further samples.

molecule | PV pol inh | PV pol inh FP z-score
COc1cc(-c2cc(OC)c3c(C)oc(C)c3c(=O)c2)ccc1OC(=O)c1ccc(C)cc1 | 117.0 | 1.4
CCCn1cc(S(=O)(=O)c2ccccc2)c(=O)c2cc(F)c(N3CCCC(C)C3)cc21 (stereo not given) | 101.0 | -1.4
CC(C)(C)SCCNc1nc(Sc2ccc(Cl)cc2)nc(N2CCSCC2)n1 | 106.0 | 0
COc1ccc(C2=NN3C(C2)c2ccccc2OC32C(=O)Nc3ccccc32)cc1 (stereo not given) | 99.0 | -0.2
N#CC1(c2ccccc2)N=C2C=CC=CN2N=C1c1ccccc1 (stereo not given) | 106.0 | 0.2
COc1ccc(-c2nc(C)c(CCNC(=O)C(=O)Nc3ccccc3OC)s2)cc1 | 101.0 | -1.4
CC1CCCC(C(=O)O)N1C(=O)CCS (stereo not given) | 101.0 | -0.2
CC(C)=CCCC1=CCC2C(=O)NNC(=O)C2C1 (stereo not given) | 100.0 | -0.4
CCCCNc1c(C(=O)OCC)c(C)nc2c1cnn2CC | 99.0 | -0.2
COc1ccccc1NS(=O)(=O)c1ccc(NC(=O)CCN2C(=O)C3CC=CCC3C2=O)cc1 (stereo not given) | 100.0 | -0.9
COc1ccc(NC(=O)CN2CCCC2)cc1 | 101.0 | 0.2
CCOC(=O)C(C)Oc1cc2oc(=O)c3c(c2cc1Cl)CCCC3 (stereo not given) | 100.0 | -0.3
O=C1CCN(C(=S)NCc2ccccc2)CC1 | 99.0 | -0.6
Cc1ccc(OCc2nc(-c3ccc(C(=O)NCc4ccc(OC(C)C)cc4)cc3)oc2C)cc1 | 103.0 | -0.7
O=C(NN=C1CCCC1)c1ccc2c(c1)OCO2 | 108.0 | 0.5
Cc1ccc2c(c1)N(CC(=O)NCc1ccccc1Br)C(=O)c1cccnc1O2 | 101.0 | -1
COc1ccc(C(=O)OCN2C(=O)c3ccccc3C2=O)cc1 | 100.0 | 0.1
CCc1ccc(NC(=O)c2nn(-c3ccc(OC)cc3)c(=O)c3c2c2ccccc2n3C)cc1 | 105.0 | -0.6
Oc1c(N=Nc2ccc3c(c2)OCO3)sc2ccccc12 | 94.0 | -0.6
CCC(C)NC(=O)CSc1c2c(nc3cc(Cl)ccc13)CCCC2 (stereo not given) | 102.0 | -0.3
COc1ccc(CCNC(=O)c2ccc(N(C)S(C)(=O)=O)cc2)cc1 | 101.0 | 0.6
CCn1c(COc2ccccc2C(C)C)nnc1SCc1nc2ccccc2c(=O)[nH]1 | 103.0 | 0.5
CSc1nc(C)cc(SCCOc2ccccc2)n1 | 101.0 | 0.1
CCC(CC)C(=O)Nc1cccc(NC(C)=O)c1 | 101.0 | 0.2
O=C(NCCCN1CCOCC1)c1cnn2c(C(F)(F)F)cc(-c3ccccc3)nc12 | 101.0 | 0.2
O=c1[nH]c(C(F)(F)F)nc2ccc3ccccc3c12 | 100.0 | -0.5
COc1ccc(CCNC(=O)C2CC2(c2ccc(C)cc2)c2ccc(C)cc2)cc1OC (stereo not given) | 102.0 | 0.2
CCNCc1c(C(=O)O)c(C)n(Cc2ccc(Cl)cc2)c1C | 100.0 | -0.4
O=C(NCc1ccco1)c1ccc2c(c1)N(Cc1ccccc1F)C(=O)c1ccccc1S2=O (stereo not given) | 104.0 | -0.1
C#CCn1c(=NC(=O)C(C)C)sc2c(C)cc(C)cc21 | 104.0 | 0.4

(continued)
molecule | PV pol inh | PV pol inh FP z-score
N#Cc1cnn(-c2ccccc2)c1NC(=O)CN(Cc1ccccc1)Cc1ccccc1 | 104.0 | 0.4
Cc1ccc(C(=O)OCC(=O)N(C)c2ccccc2)s1 | 101.0 | -0.3
NC(=O)C1CCCc2c1[nH]c1ccccc21 (stereo not given) | 108.0 | 0.9
C=CCC(C(=O)OC)N1CCCCC1 (stereo not given) | 100.0 | -0.7
CN1CCCN(C(=O)c2ccc(S(=O)(=O)N(C)C)cc2)c2nc3ccccc3nc21 | 99.0 | -0.1
CC1CCN(CC(=O)Nc2nccs2)CC1 | 102.0 | 0.9
O=C(NC1CCCCCCC1)C1CCCN(S(=O)(=O)c2cnc[nH]2)C1 (stereo not given) | 105.0 | 1.5
CC(=O)c1cccc(NC(=O)c2cccn(Cc3cccc(C)c3)c2=O)c1 | 106.0 | 0
CN(C(=O)COc1ccc(C#N)cc1)C1CCCCC1 | 100.0 | -0.5
N#Cc1c(Cl)cccc1NCC1(N2CCOCC2)CCCCC1 | 101.0 | -0.2
COc1ccc(Cn2c(=O)[nH]c3cc(C(=O)NC4CCCCC4C)ccc32)cc1 (stereo not given) | 105.0 | 1.1
O=c1c2[nH]c(=S)[nH]c2cnn1-c1ccccc1 | 95.0 | -1.7
O=C(Nc1cccc(C(=O)N2CCCCC2)c1)c1nsc2ccccc12 | 106.0 | -0.3
COC(=O)c1ccc(NC(=O)c2nn(C)c3c2CS(=O)(=O)c2ccccc2-3)cc1 | 106.0 | -0.1
Cc1ccc(N2CC(C(=O)Nc3c(C(N)=O)oc4ccccc34)CC2=O)cc1 (stereo not given) | 105.0 | 0.9
CCOc1ccc(NC(=O)c2nc(S(=O)(=O)Cc3ccccc3F)ncc2Cl)cc1 | 105.0 | -0.4
Cc1ccc2onc(CC(=O)N3CCN(c4ccc(F)cc4)CC3)c2c1 | 103.0 | -0.6
O=C1CC[C@@]2(O)[C@H]3Cc4ccc(O)c5c4[C@@]2(CCN3CC2CC2)[C@H]1O5 | 99.0 | -0.3
CC(=O)Nc1ccc(C2Nc3cc(C)ccc3O2)cc1 (stereo not given) | 111.0 | 1.1
CCc1nnc2c(Nc3cccc(C(C)=O)c3)nc3ccccc3n12 | 103.0 | -0.4
O=C1c2cccnc2C(=O)N1Cc1ccc(S(=O)(=O)N2CCCCCC2)cc1 | 100.0 | -1.1
CC(C)NCC(O)c1cc(O)cc(O)c1 (stereo not given) | 101.0&101.0 | 0.1&0.3
O=c1oc(C23CC4CC(CC(C4)C2)C3)ns1 | 73.0* | -2.8*
CC(C)c1ccc(C=NCCO)cc1 | 100.0 | 0
COc1ccc(NC(=O)CN(C)C(=O)c2ccc(S(=O)(=O)N3CCOCC3)cc2)cc1 | 99.0 | -0.3
COc1ccc(C(=O)CNc2cccc(F)c2)cc1 | 107.0 | 0.6
Cc1ccn2c(Nc3ccc4c(c3)OCO4)c(-c3ccc(C)o3)nc2c1 | 105.0 | 0
CN1C(=O)CC(C(=O)NCCc2ccccc2)SC1=Nc1ccc(I)cc1 (stereo not given) | 101.0 | -0.2
CCOCCCn1c(SCC(=O)OCC)nc2c(sc3ccccc32)c1=O | 110.0 | 0.7
Cc1ccc2nc(Cl)c3cc(C(=O)N4CCCCC4)sc3c2c1 | 104.0 | -0.1

The list goes on:
Below each compound: PV pol inh, PV pol inh FP z-score
COc1ccc(C(=O)n2cnc3ccccc32)cc1OC
  103.0, 0.3
COc1ccc(C2(C(=O)NC3CCCCC3)CCCC2)cc1OC
  100.0, -0.6
O=C(N=Nc1c(O)n(Cc2ccccc2)c2ccccc12)c1ccccc1O
  101.0, -0.4
CCn1c(=O)c2cc(C(=O)Nc3cc(OC)c(OC)c(OC)c3)sc2c2ccccc21
  106.0, 0.3
COc1ccc(/C=C/C(=O)N(C)c2ccccc2)cc1OC
  104.0, 0.4
CC(C)NC(=O)C1CCC(Cn2c(=O)c3sccc3n(CC(=O)NCc3ccccc3)c2=O)CC1 (stereo not given)
  106.0, -0.1
CCc1ccc(NS(=O)(=O)c2c(-c3ccccc3)csc2C(=O)OC)cc1
  104.0, -0.5
O=C(NC(=O)N1CCOCC1)c1cc(Br)cc(Br)c1
  107.0, 0.6
O=C(Cc1ccccc1)O/N=C/c1ccc2c(c1)OCO2
  100.0, -0.1
CCCCN(CC)S(=O)(=O)c1ccc(C(=O)Nc2ccccc2-c2nc3ccccc3[nH]2)cc1
  103.0, 0.4
NC1=NC(c2ccccc2)n2c(nc(=O)c3ccccc32)N1 (stereo not given)
  100.0, -0.4
O=C(Cn1c(=O)c2cccn2c2ccc(F)cc21)Nc1cccc(F)c1
  102.0, -0.9
N#Cc1ccc(C(=O)N(Cc2ccccc2)c2ccccn2)cc1
  98.0, -1.5
COc1ccc(Cl)cc1NS(=O)(=O)c1c(C)nc2scc(C)n2c1=O
  106.0, 0.3
O=C(N/N=C/c1ccco1)C12CC3CC(CC(C3)C1)C2
  99.0, -0.1

(next part)
Below each compound: PV pol inh, PV pol inh FP z-score
COc1ccc(-c2nc3scc(CCNC(=O)Cc4ccccc4)n3n2)cc1
  107.0, 1.6
Cc1nnsc1C(=O)Nc1ccccc1C(F)(F)F
  99.0, -1.4
Cc1ccc(/C=C/C(=O)N2CCN(c3cccc(C)c3C)CC2)cc1
  103.0, 0.7
N#Cc1ccccc1CSc1nnc2c(Cl)cc(Cl)cn12
  111.0, 0.3
CCC(C)Nc1nc(Cl)nc(N(C#N)CN2C(=O)c3ccccc3S2(=O)=O)n1 (stereo not given)
  101.0, -0.1
COc1ccc(C)c2sc(N(Cc3cccnc3)C(=O)CCc3ccccc3)nc12
  108.0, 0.2
Cc1ccc(C(=O)C(C)OC(=O)C2CC(=O)N(C3CCCCC3)C2)cc1 (stereo not given)
  101.0, -0.1
Cn1nc(-c2ccc(S(=O)(=O)N3CCCN(C(=O)OC(C)(C)C)CC3)s2)cc1C(F)(F)F
  99.0, -0.9
CN(C)/C=C1\S/C(=N\S(=O)(=O)c2cccs2)N(c2ccccc2)C1=O
  103.0, 0.2
CN(c1ccc(Cl)cc1)S(=O)(=O)c1cccc(C(=O)Nc2ccccc2)c1
  94.0, -0.8
COc1ccc(N2CCN(C3c4ccccc4CC3NS(=O)(=O)c3ccccc3)CC2)cc1 (stereo not given)
  107.0, 0.6
CCOC(=O)c1cnc2c(C)c(Cl)ccc2c1Nc1cc(C)ccc1OC
  101.0, -0.2
O=C(CN1CCc2ccccc21)NC(=O)NCc1ccco1
  113.0, 1.4
CN1C(c2ccccc2)=Nc2cccc3cccc1c23
  99.0, -0.5
CC1(C)CC2(CCO1)NN=C(c1ccccc1)S2 (stereo not given)
  97.0, -1.8

(cont.)
Below each compound: PV pol inh, PV pol inh FP z-score
CC(C)C(=O)N1CCN(c2ccc(NC(=O)Cc3ccccc3)cc2Cl)CC1
  102.0, 0.2
CCn1cc(CC(C)N)c2ccccc21 (stereo not given)
  102.0, 0.3
COC(=O)c1cccc(N=C2N=C(N)c3ccccc32)c1
  100.0, -0.3
COc1ccccc1NC(=O)NC1(C(=O)N2CCCCC2)CCCCC1
  100.0, -0.4
O=c1cc(CNc2ccc(S(=O)(=O)N3CCCC3)cc2)c2cc3c(cc2o1)CCC3
  103.0, -0.1
COc1cccc2sc(NC(=O)c3ccc(S(=O)(=O)N4CCC(C)CC4)cc3)nc12
  107.0, -0.2
COC(=O)c1ccc(NS(=O)(=O)N(C)C)cc1
  104.0, 0.8
CC1CCCN(C(=O)CSc2nc3ccccc3nc2-c2ccccc2)C1 (stereo not given)
  104.0, 1.1
Cc1ccc(SCC(=O)N2CC(C)CC(C)C2)cc1 (stereo not given)
  101.0, 0.3
Cc1cc(NC(=O)c2ccco2)ccc1NC(=O)Cc1ccccc1
  103.0, 0.6
O=S(=O)(c1ccccc1)n1nc(-c2ccccc2)nc1NCc1ccc(Cl)cc1
  106.0, 0.2
NC(=O)CN1C(=O)CCS(=O)(=O)c2ccccc21
  101.0, 0.3
CC(C)N(CC(N)=O)C(=O)c1ccc2c(c1)NC(=O)CS2
  103.0, 0.1
CCOC(=O)c1nnn2c3ccccc3c(=O)n(C)c12
  107.0, 0.6
Cn1ncc2c(NCc3ccccc3)nc(N3CCN(CCO)CC3)nc21
  106.0, 1.5

Next part.
Below each compound: PV pol inh, PV pol inh FP z-score
Cc1ccc(Cc2cnc(NC(=O)/C(C#N)=C\c3ccc(-c4ccc(C)cc4)o3)s2)cc1
  104.0, 0.7
CCOC(=O)c1nn(-c2ccc(C)cc2)c(=O)cc1OCC(=O)NCc1ccco1
  108.0, 0.4
CCC(=O)Nc1nn2c(C)nnc2s1
  102.0, -0.7
COC(=O)Cn1cnc2c(cnn2-c2ccc(OC)cc2)c1=O
  102.0, 0
CCC1=NN(C(=O)c2ccccc2F)C(O)(c2ccccc2)C1 (stereo not given)
  100.0, -0.1
Cc1nn(C)c2c1c(C(F)(F)F)cc(=O)n2C(C)C(=O)NCc1ccccc1 (stereo not given)
  113.0, 1.9
CCCCC(=O)N=c1sc2cc3c(cc2n1CCC)OCO3
  101.0, -0.7
Cc1cccc2c1NC(=O)C21OCCO1
  104.0, 0.4
CCc1ccc2oc(-c3ccccc3)cc(=NCc3cccnc3)c2c1
  98.0, -1.1
CCOC(=O)C1=C(N)Oc2n[nH]c(C)c2C12C(=O)N1c3c(cc(C)cc32)C(C)CC1(C)C (stereo not given)
  102.0, 0.3
Cc1sc2nc(CSc3nc4ccccc4n3CC(C)C)[nH]c(=O)c2c1C
  133.0, 3.3
CCN1C(=O)N/C(=C/c2cccn2-c2ccc(C(=O)O)cc2)C1=O
  101.0, -0.2
NC(=O)C1CCN(C(=O)CC2(CC(=O)O)CCCC2)CC1
  105.0, 1.2
Cc1ccc(C)c(CN2C(=O)c3ccccc3S(=O)(=O)c3ccc(C(=O)N4CCN(Cc5ccccc5)CC4)cc32)c1
  102.0, -1
Cc1noc(C)c1C(=O)NCc1ccccc1F
  100.0, -0.6

The list goes on:
Below each compound: PV pol inh, PV pol inh FP z-score
CCn1nc(C)c2c(-c3ccccc3)cc(=O)n(C(C)C(=O)NCc3ccc(C)cc3)c21 (stereo not given)
  100.0, -1.5
N#Cc1ccccc1Cn1c(=O)n(CCCC(=O)NC2CCN(Cc3ccccc3)CC2)c(=O)c2ccccc21
  98.0, -0.2
Nc1ncnc2c1cnn2Cc1ccccc1
  103.0, 0.4
CCOC(=O)c1sc(N2C(=O)c3oc4cc(C)c(C)cc4c(=O)c3C2c2cccc(O)c2)nc1C (stereo not given)
  102.0, -0.4

Rewritten as labelled records: entries from further up
CCn1nc(C)c2c(-c3ccccc3)cc(=O)n(C(C)C(=O)NCc3ccc(C)cc3)c21 (stereo not given)
  PV pol inh: 100.0
  PV pol inh FP z-score: -1.5
CCOC(=O)c1sc(N2C(=O)c3oc4cc(C)c(C)cc4c(=O)c3C2c2cccc(O)c2)nc1C (stereo not given)
  PV pol inh: 102.0
  PV pol inh FP z-score: -0.4
Nc1ncnc2c1cnn2Cc1ccccc1
  PV pol inh: 103.0
  PV pol inh FP z-score: 0.4
N#Cc1ccccc1Cn1c(=O)n(CCCC(=O)NC2CCN(Cc3ccccc3)CC2)c(=O)c2ccccc21
  PV pol inh: 98.0
  PV pol inh FP z-score: -0.2

High-throughput results as filed in PubChem.

Not all compounds are listed; count on the stated rates, not on these rows.
